# Screening data (PubChem BioAssay)
# NSD2 inh – NSD2 histone methyltransferase inhibitors, primary screen, biochemical, AlphaScreen, single concentration, set 2. AID 743445, 2014. inhibition, % at 12.5 µM. Histone-lysine N-methyltransferase NSD2 (Homo sapiens), O96028. 310,000 compounds, 0.54% hits. NSD2 peptide methylation, 120 min; in the data active means inhibition above about 50%
# SR-BI HDL uptake – inhibitors of SR-BI mediated HDL lipid uptake, primary screen, ldlA[mSR-BI] cells, fluorescence, single point. ldlA[mSR-BI] CHO cells, DiI-HDL uptake fluorescence, 3 h. inhibition, % at 12.5 µM. Scavenger receptor class B member 1 (Mus musculus), Q61009. AID 488896, 2010. 320,000 compounds, 0.96% hits;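 active means mean replicate inhibition of at least 70% and a set share of replicates each scoring 70 or more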;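 further: 0% = median of neutral control wells and 100% = median of positive control wells; values of inactives mirror those of a sister screen read the other way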
# Target sequence (Q61009 whole entry, looked up): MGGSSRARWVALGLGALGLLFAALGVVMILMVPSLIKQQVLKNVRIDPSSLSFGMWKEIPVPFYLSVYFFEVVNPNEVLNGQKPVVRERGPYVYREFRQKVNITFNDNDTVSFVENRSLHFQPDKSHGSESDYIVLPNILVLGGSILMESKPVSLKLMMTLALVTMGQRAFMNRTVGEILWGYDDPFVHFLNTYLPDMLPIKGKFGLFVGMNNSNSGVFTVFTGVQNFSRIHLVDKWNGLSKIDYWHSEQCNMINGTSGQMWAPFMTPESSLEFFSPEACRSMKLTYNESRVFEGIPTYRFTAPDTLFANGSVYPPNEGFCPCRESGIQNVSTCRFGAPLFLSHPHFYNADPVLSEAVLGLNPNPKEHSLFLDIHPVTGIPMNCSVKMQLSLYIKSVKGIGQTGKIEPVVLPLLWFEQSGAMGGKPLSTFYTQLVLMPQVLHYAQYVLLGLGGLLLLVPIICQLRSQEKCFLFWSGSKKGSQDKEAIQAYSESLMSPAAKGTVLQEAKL
# MITF TRPM1 HTS – activators of MITF-driven TRPM1 promoter reporter, primary screen, cell-based, SK-MEL-5, luciferase, single point; 300,000 compounds, 0.75% hits; SK-MEL-5 TRPM1-promoter luciferase, 24 h; % of positive control, neutral wells = 0; activation, % at 12.5 µM; AID 588334, 2011;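 active means mean activation of at least 80% with every replicate also reaching 80%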;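 further: 0% = neutral control wells and 100% = parthenolide positive control wells; values of inactives mirror those of a sister screen read the other way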
# SR-BI uptake up – activators of SR-BI mediated DiI-HDL uptake, primary screen, ldlA[mSR-BI] CHO cells, DiI fluorescence. activation, % at 12.5 µM. 320,000 compounds, 0.096% hits. 3 h; 100 = double the neutral-control signal;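 active means mean replicate activation of at least 60% and every replicate at or above 60%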;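 further: 0% = median plate neutral-control signal and 100% = twice that signal; values of inactives mirror those of a sister screen read the other way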
#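 Test system: SR-BI-overexpressing, LDLR-lacking CHO cells. Measured by: DiI fluorescence, bottom read. Medium: Ham's F12 with 0.5% BSA, HEPES 25 mM, pH 7.4. Timing: 3 h uptake period with compound, 37 °C.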
# dFosB act – activators of delta FosB homodimer, primary screen, biochemical, fluorescence polarization, TAMRA-CDK5 oligo, single point. Protein FosB (Mus musculus), P13346. purified delta FosB; percent of positive-control signal above neutral wells. activation, % at 25 µM. 340,000 compounds, 0.99% hits;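 active means mean activation above about 17%, with every replicate also reaching it, limit read from the data, passing the limit was not always enough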;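 further: fluorescence polarization rise as delta FosB binds a TAMRA Cdk5 AP-1 oligo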
# PfHsp90 set2 – growth inhibition of PfHsp90-expressing yeast, primary screen, antimalarial PfHsp90 inhibitor project, S. cerevisiae, BacTiter-Glo luminescence, single point, set 2; BacTiter-Glo ATP, 48 h; yeast lacking PDR1 and PDR3 efflux regulators; inhibition, % at 9.4 µM; 310,000 compounds, 0.32% hits;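 active means every replicate shows inhibition above about 80%, whatever the replicate mean, limit read from the data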;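 further: 0% = DMSO neutral controls and 100% = 20 µM radicicol positive controls; yeast relying on Plasmodium falciparum Hsp90 in place of its own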
# CAL PDZ FP-1 – untagged CAL PDZ binding inhibitors, primary screen, biochemical, fluorescence polarization, HTS. Golgi-associated PDZ and coiled-coil motif-containing protein (Homo sapiens), Q9HD26. purified CAL PDZ, TMR-peptide fluorescence polarization, 1 h. inhibition, % at 24.9 µM. 300,000 compounds, 0.92% hits. AID 602252, 2012;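 active means mean inhibition of at least 30% with at least half of replicates also reaching 30%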;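 further: 0% = DMSO neutral control and 100% = excess unlabeled competitor peptide PRC23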
# Rtt109 Vps75 – inhibitors of C. albicans Rtt109/Vps75 HAT, primary screen, biochemical, ThioGlo CoA-SH fluorescence, plate reader. Histone acetyltransferase RTT109 (Candida albicans (strain SC5314 / ATCC MYA-2876)), …. purified Rtt109/Vps75, 4 h. inhibition, % at 34.9 µM. 330,000 compounds, 0.16% hits;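 active means inhibition of at least 50% in every replicate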
# PvdQ inh – P. aeruginosa PvdQ acylase inhibitors, primary screen, biochemical, fluorescence, plate reader and imaging, single point. purified PvdQ acylase. inhibition, % at 10 µM. AID 488965, 2010. 340,000 compounds, 0.063% hits; in the data active means inhibition above about 30%, passing the limit was not always enough;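 further: 0% = vehicle neutral wells and 100% = reference inhibitor wells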
# CAL PDZ FP-2 – CAL PDZ peptide-binding inhibitors, primary screen, biochemical, fluorescence polarization, Cer-tagged CAL PDZ, HTS; Golgi-associated PDZ and coiled-coil motif-containing protein (Homo sapiens), Q9HD26; purified CAL PDZ, TMR-peptide fluorescence polarization, 1 h; inhibition, % at 20 µM; 330,000 compounds, 0.02% hits; AID 504414, 2011;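 active means highest replicate inhibition of at least 40%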;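 further: plate controls were DMSO neutral control wells for no effect and unlabeled competitor peptide control wells for full effect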
#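 Test system: tagged CAL PDZ domain / Buffer or medium: sodium phosphate/NaCl buffer pH 7.4 with TCEP, IgG, Thesit / Reagent: TMR-labelled reporter peptide T*-PRC34 bound in PDZ groove / Compound dosing: single point, 20 µM / Schedule: 1 h incubation at room temperature before polarization reading / Technique: fluorescence polarization (mP) / Benchmarks: unlabelled peptide, DMSO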
# The depositor's hits bear a star; · = no result given.
no. | molecule | Rtt109 Vps75 | PvdQ inh | SR-BI uptake up | CAL PDZ FP-1 | MITF TRPM1 HTS
1 | Cc1ccc(S(=O)(=O)Oc2ccccc2/C=N/NC(=O)c2nn(C)cc2[N+](=O)[O-])cc1 | 16.5 | -12.8 | 28.1 | 0.3 | -3.2
2 | CC1(C)CC(=O)C=C(NCCO)C1 | 2.5 | -15.7 | 22.4 | -1.7 | 3.8
3 | COc1cccc(NC(=O)Nc2ccccc2C(N)=O)c1 | 3.4 | -0.2 | 3.7 | -7.2 | -17.6
4 | CN(CC(=O)Nc1ccccc1Cl)C(=O)COC(=O)c1nc(Cl)ccc1Cl | 3.5 | -10.3 | 15.6 | -4.1 | -2.9
5 | CC(Oc1ccc(Cl)cc1Cl)C(=O)Nc1ccc2oc(-c3ccncc3)nc2c1 (configuration not stated) | -2.6 | 4.3 | -77.5 | -2.8 | ·
6 | NC(=O)CSc1nc2ccccc2n1-c1ccccc1 | -4.2 | -4.4 | 14.1 | -0.8 | -3.3
7 | Cc1cc(=O)oc2cc(OCCc3ccccc3)ccc12 | -2.1 | -5.3 | -20.3 | -3.4 | 60.9
8 | CC(C)Oc1ccc(C(=O)NCCNC(=O)c2ccco2)cc1 | 6.1 | -11.7 | · | 1.0 | -0.3
9 | Cc1ccc(SCCC(=O)OCC(=O)Nc2ncc(Cl)cc2Cl)cc1 | -1.6 | -4.5 | 6.9 | -4.0 | 0.0
10 | Cc1ccc2occ(CN3CCN(c4ccccc4)CC3)c(=O)c2c1 | 1.1 | 2.4 | 10.3 | -1.2 | 0.5
11 | Brc1ccc(-c2csc3[n+]2CCCCC3)cc1 | 2.9 | -8.6 | 2.6 | -6.0 | 6.0
12 | CCCCNC(=O)O[C@@H]1C[C@H]2CCC(=O)N3CC[C@@H](C1)[C@@H]23 | 5.5 | -9.7 | 0.0 | -0.2 | 5.1

no. | dFosB act | NSD2 inh | PfHsp90 set2 | CAL PDZ FP-2 | SR-BI HDL uptake
1 | -0.8 | 0.9 | 7.2 | -1.1 | -28.1
2 | 3.4 | 0.7 | 20.0 | -1.6 | -22.4
3 | 1.2 | -3.0 | 15.2 | -2.2 | -3.7
4 | 0.2 | -1.7 | 6.2 | -1.8 | -15.6
5 | -9.9 | 0.9 | · | · | 77.5*
6 | -3.8 | -1.5 | -14.7 | -1.8 | -14.1
7 | -16.4 | 0.6 | -2.2 | -1.4 | 20.3
8 | -6.0 | 1.6 | 30.6 | -0.9 | ·
9 | -1.6 | 6.6 | · | · | -6.9
10 | -1.8 | 10.6 | 0.9 | -0.2 | -10.3
11 | 2.7 | -14.7 | -1.8 | -0.3 | -2.6
12 | 2.8 | · | 4.3 | -0.2 | 0.0

# Rewritten with one line to a screen: part of the list above.
3. COc1cccc(NC(=O)Nc2ccccc2C(N)=O)c1
4. CN(CC(=O)Nc1ccccc1Cl)C(=O)COC(=O)c1nc(Cl)ccc1Cl
5. CC(Oc1ccc(Cl)cc1Cl)C(=O)Nc1ccc2oc(-c3ccncc3)nc2c1 (configuration not stated)
6. NC(=O)CSc1nc2ccccc2n1-c1ccccc1
7. Cc1cc(=O)oc2cc(OCCc3ccccc3)ccc12
8. CC(C)Oc1ccc(C(=O)NCCNC(=O)c2ccco2)cc1
9. Cc1ccc(SCCC(=O)OCC(=O)Nc2ncc(Cl)cc2Cl)cc1
10. Cc1ccc2occ(CN3CCN(c4ccccc4)CC3)c(=O)c2c1
11. Brc1ccc(-c2csc3[n+]2CCCCC3)cc1
12. CCCCNC(=O)O[C@@H]1C[C@H]2CCC(=O)N3CC[C@@H](C1)[C@@H]23
assay / entry | 3 | 4 | 5 | 6 | 7 | 8 | 9 | 10 | 11 | 12
Rtt109 Vps75 | 3.4 | 3.5 | -2.6 | -4.2 | -2.1 | 6.1 | -1.6 | 1.1 | 2.9 | 5.5
PvdQ inh | -0.2 | -10.3 | 4.3 | -4.4 | -5.3 | -11.7 | -4.5 | 2.4 | -8.6 | -9.7
SR-BI uptake up | 3.7 | 15.6 | -77.5 | 14.1 | -20.3 | · | 6.9 | 10.3 | 2.6 | 0.0
CAL PDZ FP-1 | -7.2 | -4.1 | -2.8 | -0.8 | -3.4 | 1.0 | -4.0 | -1.2 | -6.0 | -0.2
MITF TRPM1 HTS | -17.6 | -2.9 | · | -3.3 | 60.9 | -0.3 | 0.0 | 0.5 | 6.0 | 5.1
dFosB act | 1.2 | 0.2 | -9.9 | -3.8 | -16.4 | -6.0 | -1.6 | -1.8 | 2.7 | 2.8
NSD2 inh | -3.0 | -1.7 | 0.9 | -1.5 | 0.6 | 1.6 | 6.6 | 10.6 | -14.7 | ·
PfHsp90 set2 | 15.2 | 6.2 | · | -14.7 | -2.2 | 30.6 | · | 0.9 | -1.8 | 4.3
CAL PDZ FP-2 | -2.2 | -1.8 | · | -1.8 | -1.4 | -0.9 | · | -0.2 | -0.3 | -0.2
SR-BI HDL uptake | -3.7 | -15.6 | 77.5* | -14.1 | 20.3 | · | -6.9 | -10.3 | -2.6 | 0.0
